Assay outcomes (PubChem)
HCV inh: blocks hepatitis C virus | AID 651820 | 340,000 tested, 3.4% active | Potency, µM (titrated, usually from 41.8 µM), inactives show top-dose activity change, negative = inhibition, hits mostly inhibitors | Huh7.5.1 HCVcc-Cre infection, luciferase reporter, 44 h; also: potency is read from the fitted curve at half-maximal effect
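Reporter virus HCVcc-Cre (~0.5 moi) infects cells exposed to compound; seeding density 1,000 cells/well with 4 h settling beforehand. Luminescence, 15 sec read, taken 44 h post-infection following a 15 min RT substrate incubation.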
TbPYK inhibitor: blocks Trypanosoma brucei pyruvate kinase. Q57TT1. TbPYK enzyme, Kinase-Glo Plus ATP luminescence, 45 min. Potency, µM (top dose mostly 76.8 µM), for the others: at the highest dose activity, negative = inhibition, actives largely listed as inhibitors. 410,000 tested, 0.12% active. AID 624173; also: potency is read from the fitted curve at half-maximal effect; nearly all actives have a fitted effect of over 50% in size
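T. brucei PYK with substrate was exposed to pin-transferred compounds across a concentration series, then started with 130 uM ADP (final). After 45 min at room temperature, Kinase-Glo Plus luminescence was read, normalized and curve-fitted.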
AmpC inh detg: AmpC beta-lactamase inhibition with detergent present. P00811. AmpC hydrolysis of nitrocefin, absorbance 480 nm, 0.01% Triton. 370,000 tested, 0.041% active. Potency, µM (doses to about 114 µM), without a hit: at the top dose activity change, negative = inhibition, actives largely listed as inhibitors;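 also: potency is read from the fitted curve at half-maximal effect; 0% = no-compound wells and -100% = no-enzyme wells; nearly all actives have a fitted effect of over 25% in size; some results filed as inactive show a strong effect at the top dose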
Target sequence (P00811 whole entry, looked up): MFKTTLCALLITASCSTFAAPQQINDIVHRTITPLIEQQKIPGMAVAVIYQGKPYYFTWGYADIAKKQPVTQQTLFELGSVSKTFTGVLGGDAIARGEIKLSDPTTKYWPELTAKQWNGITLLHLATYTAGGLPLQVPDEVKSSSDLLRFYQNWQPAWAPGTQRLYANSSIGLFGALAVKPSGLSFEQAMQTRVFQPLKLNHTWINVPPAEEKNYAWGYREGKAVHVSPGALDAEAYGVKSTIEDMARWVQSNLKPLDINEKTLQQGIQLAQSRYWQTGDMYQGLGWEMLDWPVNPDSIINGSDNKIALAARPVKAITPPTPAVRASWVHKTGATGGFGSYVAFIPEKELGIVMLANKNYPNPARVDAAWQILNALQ
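AmpC (5.3 nM in the dispensed reagent) in 20 mM phosphate pH 7.0 with 0.01% (detergent screen) or 0.0001% Triton X-100 was preincubated with compounds for 15 min at room temperature. Nitrocefin was then added from an 800 uM solution, and hydrolysis was followed at 480 nm.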
AMA1-RON2 inh: disrupts binding of P. falciparum AMA1 to RON2. AlphaScreen AMA1-biotinylated RON2 peptide binding. 360,000 tested, 0.2% active. Potency, µM (top dose mostly 58.2 µM), for the others: at the highest dose activity change, negative = inhibition, actives largely listed as inhibitors;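 also: potency is read from the fitted curve at half-maximal effect; 0% = vehicle wells and -100% = peptide control; nearly all actives have a fitted effect of over 45% in size; some results filed as inactive show a strong effect at the top dose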
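AMA1 (3D7) with his tag at 25 nM final met compounds first, then biotinylated RON2 peptide at 25 nM; detection used donor plus acceptor beads, 10 µg/mL apiece, read by AlphaScreen after 30 min at room temperature.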
HCMV inh: inhibitors of human cytomegalovirus | HFF cells, HCMV-luciferase reporter, 72 h; stronger effect = lower value | activity change, negative = inhibition, % at 57.5 µM | 410,000 tested, 4.5% active; in the data active = activity change below about -60%; inconclusive = no clear call, values can overlap the other calls; inactive = above about -39%
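Cell-based, HFFs, 1000 cells/well, 16 h 37C; cpds in DMSO + HCMV-luc, MOI 1 PFU/cell; 72 h 37C; OneGlo luminescence after 5 min RT; norm. to buffer vs Salinomycin 10uM.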
AmpC no deterg: blocks E. coli AmpC beta-lactamase in detergent-free assay. AmpC nitrocefin hydrolysis, absorbance 480 nm, 0.0001% Triton. Potency, µM (top dose mostly 57.1 µM), for inactives: at the highest dose activity change, negative = inhibition, usual class: inhibitors. 330,000 tested, 0.52% active;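 also: potency is read from the fitted curve at half-maximal effect; plate controls were no compound for no effect and no enzyme for full effect; nearly all actives have a fitted effect of over 20% in size; some results filed as inactive show a strong effect at the top dose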
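20 mM phosphate pH 7.0 + 0.01% (detergent screen) or 0.0001% Triton X-100; 5.3 nM AmpC reagent; cpd preinc 15 min RT; nitrocefin (800 uM stock) to start; A480 q20 s × 4 min; Activity was normalised to no-enzyme and no-compound control wells.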
LmPK inhibitor: inhibitors of Leishmania mexicana pyruvate kinase; purified LmPK, Kinase-Glo ATP luminescence, 1 h; AID 1721; 290,000 tested, 0.37% active; Q27686; Potency, µM (doses to about 57.5 µM), for the others: top-dose activity change, negative = inhibition, most hits filed as inhibitors; also: potency is read from the fitted curve at half-maximal effect
Target sequence (Q27686 whole entry, looked up): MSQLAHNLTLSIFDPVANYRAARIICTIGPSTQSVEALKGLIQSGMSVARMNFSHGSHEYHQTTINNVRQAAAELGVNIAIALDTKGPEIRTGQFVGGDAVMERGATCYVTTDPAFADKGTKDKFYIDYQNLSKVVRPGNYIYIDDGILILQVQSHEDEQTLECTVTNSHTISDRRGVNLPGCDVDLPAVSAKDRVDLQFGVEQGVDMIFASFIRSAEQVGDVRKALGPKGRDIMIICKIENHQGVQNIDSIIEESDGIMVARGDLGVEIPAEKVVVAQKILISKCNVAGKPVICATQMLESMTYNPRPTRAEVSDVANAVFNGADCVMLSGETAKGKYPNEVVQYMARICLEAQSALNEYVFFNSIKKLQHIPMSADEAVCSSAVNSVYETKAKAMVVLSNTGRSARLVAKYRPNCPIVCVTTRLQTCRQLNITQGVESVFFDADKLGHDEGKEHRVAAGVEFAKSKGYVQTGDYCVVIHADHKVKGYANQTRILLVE
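Purified LmPK (0.1 nM) with 0.5 mM PEP and 0.1 mM ADP in imidazole buffer pH 7.2 with MgCl2/KCl, 1 h at room temperature. ATP formed was read by luciferase luminescence and normalized to no-enzyme and uninhibited controls.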
An asterisk follows results filed as active; ? = inconclusive; · = not tested or not shown; & = joins results of further samples; [ ] = remark or other dose. Unless noted, calls follow the shape of the dose curve; as a rule, active = well fitted curve in the direction sought with a large enough effect; inconclusive = small, poorly fitted or top-dose-only effect, or another doubt; inactive = no such curve, though single readings can be large; an effect the other way counts as inactive or inconclusive. Unless noted, % is scaled to controls: 0 for no effect and ±100 for the full control effect.

SMILES | HCV inh | TbPYK inhibitor | AmpC inh detg | AMA1-RON2 inh | HCMV inh | AmpC no deterg | LmPK inhibitor
O=[N+]([O-])c1ccc2c(c1)Cc1cc(O)ccc1-2 | ? | 2.1% | · | 1.3% | 26.7 | · | ·
COC(=O)c1ccccc1NC(=O)c1cc(CN2CCOCC2)on1 | · | 2.1% | 22.3% | · | 13.3 | · | ·
Cc1c(C(=O)OCC(=O)Nc2cccc(S(N)(=O)=O)c2)oc2c1ccc1ccccc12 | ? | -1.2% | -2.5% | -6.1% | -28.6 | 11.2µM* | 5.4%
O=C(CSc1nncs1)Nc1nccs1 | 0.4% | -2.4% | ? | -11.0% | -8.0 | -11.2% | ·
O=C(O)c1ccc(NC2CC(=O)N(Cc3ccccc3)C2=O)cc1 (stereo not drawn) | 12.8% | 2.7% | -3.5% | 5.2% | -9.4 | -6.8% | 0.2%
CC(=O)Nc1ccc2c(=O)n(-c3ccccc3)sc2c1 | · | 7.08µM* | · | -2.8% | -75.4* | · | ·
Cc1cc(NC(=O)CSCC(=O)N(c2cccc(Cl)c2)C(C(=O)NC2CCCCC2)c2ccc(O)c(O)c2)no1 (stereo not drawn) | 1.9% | -10.1% | -3.3% | -0.1% | 1.9 | -29.9% | 3.0%
OC(c1ccccc1)c1nc(-c2cccc3cccnc23)cs1 (stereo not drawn) | · | 0.4% | · | 18.9% | ? | · | ·
O=C(NCCCNC(=O)c1cnccn1)c1ccc(Br)cc1 | 27.4% | -3.3% | ? | 32.4%[activator] | -35.1 | -21.4% | -0.1%
CCc1nc2c(OCCOc3ccc(F)cc3)cccn2c1N(C)C(=O)c1cccs1 | · | -9.1% | · | -11.2% | -29.3 | · | ·
CN(C(=O)c1cccc(S(=O)(=O)NCc2ccccc2)c1)C1CCCCC1 | -19.7% | 5.2% | · | 12.1% | -37.1 | -6.0% | ·
CC(=O)c1cccc(NC(=O)c2cc3c(s2)-c2c(C)cccc2OC3)c1 | · | 4.5% | -3.4% | · | ? | · | ·
COc1ccc(OC)c(-c2csc(NC(=O)CN3C(=O)NC4(CCCC4)C3=O)n2)c1 | ? | -1.7% | -1.1% | -22.8% | -6.9 | 4.9% | ·
CCN(C(=O)COC(=O)c1nc2nc(C)cc(C)n2n1)C1CCS(=O)(=O)C1 (stereo not drawn) | 12.4% | 1.4% | -6.4% | 3.3% | 18.3 | -15.9% | -0.4%
O=c1cc(N2CCN(c3ccccc3)CC2)[nH]c(=O)n1-c1ccccc1 | -2.7% | 5.6% | 1.9% | -2.1% | · | -17.0% | -7.9%[11.5 µM]
CCC(C)[C@H](NC(=O)Nc1ccccc1F)C(=O)O (stereo partly drawn) | 21.9% | 12.8% | -1.5% | 5.0% | 1.8 | -5.2% | -3.0%
CCC(=O)N1CCN(c2nc3ccc(Br)cc3s2)CC1 | -7.9% | 3.4% | 0.8% | 7.2% | -10.3 | 117.0%[activator] | -1.2%
Cc1ccnc(NCc2cc(Cl)ccc2O)c1 | · | 1.2% | · | -8.6% | 31.1 | · | ·
CCc1ccc2[nH]c(=O)c(Cc3ccccc3)c(O)c2c1 | 5.3% | 0.1% | ? | 3.9% | -11.7 | -11.5% | -7.1%
COc1ccc(CNC(=O)Cc2c[nH]c3ccccc23)cc1OC | 10.3% | -19.0% | 2.0% | -15.2% | 1.6 | -19.6% | -4.3%
Cc1nn(C(C)C)c(C)c1CN1CCCC(C(=O)c2cccc(OC(C)C)c2)C1 (stereo not drawn) | ? | -6.2% | 3.5% | 13.3% | -31.8 | 79.3%[activator] | 1.4%
CCN(C(=O)CSc1nnc(CNc2cccc(OC)c2)n1C1CCCCC1)C1CCS(=O)(=O)C1 (stereo not drawn) | ? | 4.8% | 8.8% | -15.0% | 12.0 | 218.2%[activator] | -5.8%
Cc1ccc(C)c(NC(=O)CN(C)C(=O)COc2ccc3ccccc3c2)c1 | 4.4% | -0.4% | · | -4.6% | ? | -1.1% | ·
CCOC(=O)c1sc(NC(=O)CSc2n[nH]c(CC(C)C)n2)nc1C | ? | 5.9% | -6.0% | 8.2% | -61.5* | -18.9% | 1.9%
CCOC(=O)C1CCCN(C(=O)Cn2ncc3c(=O)oc4ccc(C)cc4c32)C1 (stereo not drawn) | -2.9% | -0.9% | · | 7.8% | · | · | ·
COCc1cc(CN2CCCC(CNC(=O)c3ccc(F)cc3)C2)ccc1OC (stereo not drawn) | -3.7% | 6.0% | 4.1% | 2.4% | -34.8 | -8.0% | 9.0%
O=C(COC(=O)c1cccc(C(=O)OCC(=O)NCc2ccc(F)cc2)n1)NCc1ccc(F)cc1 | 12.3% | 3.7% | -9.9% | 35.5%[activator] | -12.4 | -5.5% | -0.5%
Cc1c(C(=O)N2CCN(c3ccccc3)CC2)sc2ncnc(N3CCN(c4ccccn4)CC3)c12 | ? | -4.0% | -1.3% | 17.1% | 9.0 | -18.7% | -1.2%
Cc1c(C)c(C)c(C(=O)c2ccc(NC(=O)c3ccccc3C(=O)O)cc2)c(C)c1C | 4.1% | -5.6% | -16.0% | -2.6% | -36.5 | -59.0% | -5.8%
COC(=O)C(C)NC(=O)COc1ccc2ccccc2c1 (stereo not drawn) | 4.5% | -2.1% | 3.4% | -8.9% | -16.8 | -18.4% | 1.3%

Two compounds from above with just AmpC inh detg and AMA1-RON2 inh.
structure	AmpC inh detg	AMA1-RON2 inh
CCOC(=O)C1CCCN(C(=O)Cn2ncc3c(=O)oc4ccc(C)cc4c32)C1 (stereo not drawn)	·	7.8%
COC(=O)C(C)NC(=O)COc1ccc2ccccc2c1 (stereo not drawn)	3.4%	-8.9%

More results.
SMILES | HCV inh | TbPYK inhibitor | AmpC inh detg | AMA1-RON2 inh | HCMV inh | AmpC no deterg | LmPK inhibitor
Cc1ccc(Cn2ccsc2=NC(=O)COC(=O)c2ccc(NC(=O)CC#N)cc2)cc1 | ? | -1.2% | -14.3% | 11.0% | -7.0 | -41.1% | ·
Nc1ncncc1-c1ccc([N+](=O)[O-])cc1 | 3.4% | 3.3% | -12.0% | 4.5% | ? | -6.1% | -1.3%
CC1(C)N=C(c2ccccc2)C(=O)N1 | 14.9% | -7.8% | -8.7% | 38.1%[activator] | -14.6 | -10.3% | 2.8%
COc1ccc(OC)c(NC(=S)NCc2ccccc2OC)c1 | -15.8% | 1.1% | 2.9% | 5.4% | -26.1 | -14.6% | -3.7%
CC(C)[C@H](NC(=O)c1ccccc1Cl)C(=O)NC1CCCCCC1 | -6.3% | 3.8% | 0.2% | -3.4% | 0.0 | -23.8% | 2.9%
Nc1nonc1-n1nnc(C(=O)N/N=C/c2cccc(O)c2)c1CN1CCCC1 | 6.1% | -0.2% | -14.9% | 48.9%[activator] | -24.2 | -25.3% | -5.5%
CCOC(=O)N1CCN(S(=O)(=O)N2CCCC(C(=O)NCc3cc(Br)ccc3OC)C2)CC1 (stereo not drawn) | · | -7.7%&1.3% | 6.6% | -0.1% | 34.3&-10.1 | · | ·
COc1cc(CN2CCNC(=O)C2CC(=O)O)cc(OC)c1 (stereo not drawn) | 21.1% | 4.9% | 1.2% | -9.6% | -10.5 | -12.5% | 15.0%
Cc1ccc(NC(=O)c2ccc(=O)[nH]n2)cc1C | -2.6% | -2.9% | -2.9% | 0.9% | 1.5 | -12.4% | -10.5%
Cc1ccc(NC(=S)/C(=C(\[O-])c2ccc(Cl)s2)[n+]2cccc(CO)c2)cc1C | ? | -5.7% | -0.9% | 43.6%[activator] | 11.0 | -47.5% | 2.1%
COC(=O)c1ccccc1S(=O)(=O)N1CCC(C(=O)NCCC2=CCCCC2)CC1 | -26.0% | -2.9% | -6.4% | 59.3%[activator] | -7.2 | 25.1% | ·
O=C(NCc1cccc(Cl)c1)C1CCCN(c2ncnc3c2nc2n3CCCCC2)C1 (stereo not drawn) | ? | -2.9% | -2.1% | -0.3% | -66.7* | 39.8% | 3.0%
NC(=O)CSc1ncnc2c1oc1ccccc12 | 5.5% | 1.0% | -1.9% | -2.3% | 30.6 | -3.9% | -5.8%
COc1cc(C(=O)OCC(=O)NCc2ccccc2)cc(NC(=O)c2ccco2)c1OC | ? | 4.6% | 1.3% | 0.0% | ? | -2.8% | 5.8%
Cc1cc(C)c2nc3nc(C)cc(C)c3c(N)c2c1 | ? | -9.9% | ? | 2.0% | -100.0* | -18.5% | 2.8%
COc1cc2c(cc1OC)C(CC(=O)O)N(C(=O)CC1CCCC1)CC2 (stereo not drawn) | -0.9% | 0.0% | -3.4% | -7.9% | -28.5 | -24.2% | 0.0%
O=C(NNC1CC(=O)N(c2cccc(Cl)c2)C1=O)c1cccnc1 (stereo not drawn) | 11.6% | 4.6% | ? | -2.1% | -5.4 | -19.0% | 8.1%
COc1ccc(NCc2cccn2-c2nnc(N3CCOCC3)s2)c(OC)c1 | · | -7.1% | -2.5% | · | 17.2 | · | ·
Clc1ccc(Cc2nc(-c3ccncc3)no2)cc1 | ? | 1.8% | 1.0% | 4.9% | 6.7 | -3.2% | -0.5%
O=C1NC[C@@H](CCCCN2CCN(CCc3ccccc3)C(=O)C2=O)N(Cc2ccccc2)C1=O | · | -1.0% | · | 3.0% | -13.1 | · | ·

As a working copy, three of the compounds above:
SMILES | HCV inh | TbPYK inhibitor | AmpC inh detg | AMA1-RON2 inh | HCMV inh | AmpC no deterg | LmPK inhibitor
COc1ccc(NCc2cccn2-c2nnc(N3CCOCC3)s2)c(OC)c1 | · | -7.1% | -2.5% | · | 17.2 | · | ·
Clc1ccc(Cc2nc(-c3ccncc3)no2)cc1 | ? | 1.8% | 1.0% | 4.9% | 6.7 | -3.2% | -0.5%
O=C1NC[C@@H](CCCCN2CCN(CCc3ccccc3)C(=O)C2=O)N(Cc2ccccc2)C1=O | · | -1.0% | · | 3.0% | -13.1 | · | ·

(listing goes on)
SMILES | HCV inh | TbPYK inhibitor | AmpC inh detg | AMA1-RON2 inh | HCMV inh | AmpC no deterg | LmPK inhibitor
CCOC(=O)c1c(-c2ccccc2)oc2ccc(O)c(CN(C)C)c12 | -29.3% | 1.8% | ? | 3.8% | -7.0 | 25.6% | -0.2%
COc1ccc(S(=O)(=O)N(CC(=O)N2CCN(C)CC2)c2ccc(C)cc2)cc1Br | 6.8% | -7.8% | -0.2% | 0.0% | ? | 145.3%[activator] | -1.4%
Cc1cc(C)c2oc(C(=O)Nc3ccc(S(=O)(=O)Nc4ncccn4)cc3)cc(=O)c2c1 | · | 0.5% | 14.3% | · | 0.0 | · | ·
O=S(=O)([N-]c1nc2ccccc2nc1-[n+]1ccccc1)c1ccc(F)cc1 | 23.7% | -8.1% | 0.0% | -15.0% | 78.2 | -0.8% | -3.0%
